# MT1-MMP act inh – blockers of MT1-MMP proenzyme processing, primary screen, HT1080 RFP-PRO-GFP cells, GFP/RFP fluorescence; GFP/RFP ratio change, % at 20 µM; GFP/RFP ratio fluorescence, overnight; percent of plate control window, DMSO zero; Matrix metalloproteinase-14 (Homo sapiens), P50281; AID 651647, 2012; hit rate 0.061% among 360,000;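 active = GFP/RFP ratio change of at least 30% with cell ATP level not reduced by more than half and red fluorescence within 50% of control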; also: strong numbers were not always called active
#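 Material – HT1080 RFP-PRO-GFP cells · Control set – DMSO wells and RFP-L50D-GFP cells · Incubation – overnight cell settling, then overnight compound exposure, 37 °C, 5% CO2 · Compound dosing – single-point 20 µM compound, 1% DMSO · Read-out – GFP/RFP fluorescence ratio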
# Rpn11 block – Rpn11 (PSMD14) deubiquitinase inhibitors, primary screen, biochemical, fluorescence polarization, uHTS | calls only at 20 µM | human 26S proteasome, Ub4-pepOG fluorescence polarization; 20S core pre-blocked with epoxomicin | hit rate 0.59% among 360,000 | 26S proteasome non-ATPase regulatory subunit 14 (Homo sapiens), O00487;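 active = inhibition at 20 µM, scaled to each plate's controls, above about 33%, limit read from the data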
# eLon inh – inhibitors of E. coli Lon protease, primary screen, biochemical, fluorescence polarization | P0A9M0 | purified E. coli Lon protease | inhibition, % at 7.94 µM | hit rate 0.42% among 360,000 | AID 602123, 2011; in the data active = inhibition above about 13%, passing the limit was not always enough;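 also: 0% = enzyme with probe and DMSO and 100% = no enzyme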
# FAS TE block – FAS thioesterase domain inhibitors, primary screen, biochemical, fluorescence intensity, uHTS; hit rate 0.67% among 360,000; recombinant FAS-TE, OMFH fluorogenic substrate, fluorescence endpoint; AID 602261, 2012; Fatty acid synthase (Homo sapiens), P49327; inhibition, % at 15 µM;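 active = compounds whose normalised, plate-corrected inhibition of enzyme fluorescence in the single-dose primary screen is 50% or more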;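 also: 0% = DMSO with enzyme and 100% = substrate without enzyme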
# CSN inh – inhibitors of CSN-mediated cullin deneddylation, primary screen, biochemical, fluorescence polarization, uHTS | Purified CSN, SCF-Nedd8-OG deneddylation | AID 651999, 2013 | inhibition, % at 12.5 µM | hit rate 0.38% among 360,000 | COP9 signalosome complex subunit 5 (Homo sapiens), Q92905;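 active = pattern-corrected inhibition above about 35%, with an unprinted fluorescence ratio check between 0.5 and 1.5, limit read from the data, passing the limit was not always enough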;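 also: 0% = enzyme with substrate and 100% = substrate without enzyme; some results filed as inactive read as strong as hits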
# Target sequence (Q92905 whole entry, looked up, one chain of several): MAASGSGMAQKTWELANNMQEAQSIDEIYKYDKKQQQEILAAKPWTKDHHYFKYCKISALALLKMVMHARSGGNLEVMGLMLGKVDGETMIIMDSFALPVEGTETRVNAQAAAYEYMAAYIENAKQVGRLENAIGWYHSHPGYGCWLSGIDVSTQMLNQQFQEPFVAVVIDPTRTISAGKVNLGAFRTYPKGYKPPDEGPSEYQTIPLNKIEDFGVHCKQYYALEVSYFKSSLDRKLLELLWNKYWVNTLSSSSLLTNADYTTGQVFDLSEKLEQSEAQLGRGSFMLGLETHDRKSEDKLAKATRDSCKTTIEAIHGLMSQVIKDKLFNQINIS
#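 Material: human Csn5 produced in HEK293T cells; Input: enzyme 0.24 nM; Reagent: SCFSkp2-Nedd8OG substrate at 10 nM final; Dosing: 12.5 µM compound; Incubation: 90 min reaction at room temperature; Detection: fluorescence polarization of the substrate; Evaluation: % inhibition of substrate cleavage by Csn5; Control set: substrate-only high control, full reaction low control.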
# MsrA inhibitor – bovine MsrA enzyme inhibitors, primary screen, biochemical, absorbance, HTS | Methionine sulfoxide reductase A (Bos taurus) | purified bovine MsrA, absorbance read-out | inhibition, % at 15.5 µM | hit rate 0.75% among 360,000; in the data active = inhibition above about 4.5%;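 also: 0% = vehicle wells with enzyme and 100% = reference inhibitor wells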
# MsrA act – bovine MsrA enzyme activators, primary screen, biochemical, absorbance, HTS; activation, % at 10.6 µM; hit rate 0.3% among 360,000; AID 602163, 2012; Methionine sulfoxide reductase A (Bos taurus); purified bovine MsrA, absorbance read-out; in the data active = activation above about 7.5%;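 also: 0% = vehicle and 100% = reference activator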
# MLLE-PAM2 inh – inhibitors of PABP1 MLLE–PAM2 peptide binding, primary screen, biochemical, fluorescence polarization, FITC-PAM2, GST-MLLE | AID 588489, 2011 | hit rate 0.36% among 360,000 | Polyadenylate-binding protein 1 (Homo sapiens), P11940 | inhibition, % at 20 µM; in the data active = inhibition above about 35%, passing the limit was not always enough;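 also: plate controls were DMSO wells with GST-MLLE for no effect and wells lacking GST-MLLE protein for full effect; some results filed as inactive read as strong as hits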
# Target sequence (P11940 whole entry, looked up): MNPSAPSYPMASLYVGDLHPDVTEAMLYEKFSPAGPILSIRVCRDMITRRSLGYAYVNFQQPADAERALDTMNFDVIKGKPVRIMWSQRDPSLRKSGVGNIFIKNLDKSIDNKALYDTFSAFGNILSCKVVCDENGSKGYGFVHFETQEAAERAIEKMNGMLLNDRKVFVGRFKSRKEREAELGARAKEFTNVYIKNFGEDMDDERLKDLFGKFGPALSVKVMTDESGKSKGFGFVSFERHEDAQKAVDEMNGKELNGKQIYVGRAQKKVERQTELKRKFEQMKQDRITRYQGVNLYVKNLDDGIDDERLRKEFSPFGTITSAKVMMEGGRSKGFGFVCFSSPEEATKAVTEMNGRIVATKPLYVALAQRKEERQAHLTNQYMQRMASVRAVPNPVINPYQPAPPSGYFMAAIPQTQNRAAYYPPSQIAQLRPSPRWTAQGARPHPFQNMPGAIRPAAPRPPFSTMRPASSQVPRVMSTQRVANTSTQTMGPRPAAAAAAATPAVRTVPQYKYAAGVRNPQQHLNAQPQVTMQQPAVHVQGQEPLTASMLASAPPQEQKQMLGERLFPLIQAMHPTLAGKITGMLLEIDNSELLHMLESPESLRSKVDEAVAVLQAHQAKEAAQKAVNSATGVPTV
# Rin1 Abl inh – inhibitors of Rin1-Abl protein binding, primary screen, biochemical, TR-FRET; Tyrosine-protein kinase ABL1 (Homo sapiens) + Ras and Rab interactor 1 (Homo sapiens), …; hit rate 0.4% among 360,000; AID 588664, 2011; inhibition, % at 7.35 µM; in the data active = inhibition above about 5%, passing the limit was not always enough
# * = called active by the depositor; i = inactive; / = no result given.
SMILES,MT1-MMP act inh,Rpn11 block,eLon inh,FAS TE block,CSN inh,MsrA inhibitor,MsrA act,MLLE-PAM2 inh,Rin1 Abl inh
CCc1nc2c(OCc3cc(Cl)cc(Cl)c3)cccn2c1N(C)C(=O)Nc1ccccc1OC,-13,i,-6,23,1,0.0,-1,-2,1
O=C(NNC(=O)c1ccccc1O)c1ccc(S(=O)(=O)Nc2ccccc2F)cc1,6,i,-9,4,-3,0.8,-1,-14,-3
CC(NC(=O)CCC(=O)N1CCN(S(=O)(=O)c2ccc(Cl)cc2)CC1)c1ccccc1 (configuration not stated),1,i,-3,1,-13,-0.4,-10,-2,0
CC(/C=N/n1c(-c2cccnc2)n[nH]c1=S)=C\c1ccccc1,-13,i,5,-5,-3,-0.1,-8,-10,0
CCOc1ncccc1C(=O)NCC(c1ccccc1)N(C)C (configuration not stated),-1,i,9,-5,1,-0.6,-1,-5,4
Oc1c(N=NC(=S)Nc2ccccc2F)c2ccccc2n1Cc1ccccc1,12,i,-1,32,-1,1.8,-5,10,-2
O=S(=O)(NCc1ccc2c(c1)OCO2)c1ccc(Cl)s1,-1,i,3,5,3,-0.5,-3,4,-1
O=C(O)C1CCCN1S(=O)(=O)c1ccc2[nH]c(=O)c(=O)[nH]c2c1 (configuration not stated),6,i,-4,-7,-3,1.8,-4,6,-4
CCOC(=O)c1c(NC(=O)CSc2nnc(N)s2)sc(C)c1-c1ccc(C)cc1,2,i,3,20,-1,-1.2,-1,2,-1
Cc1ccc(NC(=O)CN(C)CC(=O)N(C)Cc2ccccc2)cc1,3,i,-1,0,-4,0.0,-1,-2,1
COc1cccc(Nc2nc(-c3sc(NC(=O)c4ccccc4)nc3C)cs2)c1,-5,i,-17,16,8,1.2,-3,-24,-1
C=COCCNC(=O)C1CC(=O)N(c2ccc(C)cc2)C1 (configuration not stated),2,i,-2,-8,0,-0.2,-5,3,-5
Cc1ccc(S(=O)(=O)N2CCC(C(=O)OCC(=O)N3CCc4ccccc43)CC2)cc1,-2,i,-8,25,4,-0.5,8.4*,1,3
COc1ccc(S(=O)(=O)N2CCN(c3ccccc3)CC2)cc1C(=O)N1CCCC1,-2,i,-5,1,-2,-0.5,-3,7,-1
O=S(=O)(c1ccc(Br)s1)N1CCNCC1,1,i,-1,-5,0,-0.9,-1,-11,-4
C=C(CCO)C1=CCN(S(=O)(=O)C(C)(C)C)[C@H]1CCO,1,i,5,-5,1,1.0,0,1,-5
Cc1ccc2[nH]c(=O)c(CN(Cc3cccs3)C(=S)NCc3ccco3)cc2c1,-7,i,3,18,-4,-0.2,-4,-138,4
CN(C)/C=N/c1[nH]ncc1C#N,5,i,-5,-6,-2,-0.5,-8,-2,5
CC(C)(CC(=O)O)CC(=O)N1CCN(c2nc3cc(Cl)ccc3s2)CC1,7,i,-3,-8,3,/,-2,-4,2
Cn1cccc1C(=O)NCC1COc2ccccc2O1 (configuration not stated),5,i,1,-5,-4,-0.6,-4,2,-2
O=C(COC(=O)c1ccccn1)Nc1ncc(C(F)(F)F)cc1Cl,1,i,-9,-2,0,-0.5,1,3,1
[O-][n+]1c2c(nn1-c1ccccc1Cl)-c1nonc1CC2,-1,i,0,-1,-1,-0.6,0,2,-3
COc1cc(CNCc2cccs2)ccc1OCC(=O)NC(C)(C)C,-3,i,-4,-8,1,-1.2,-1,-2,-1
O=C1O/C(=C\c2ccccc2)c2ccccc21,0,i,-5,8,-4,3.4,-6,1,-6

# Rewritten with values under each structure: part of the list above
# Values run as follows: MT1-MMP act inh, Rpn11 block, eLon inh, FAS TE block, CSN inh, MsrA inhibitor, MsrA act, MLLE-PAM2 inh, Rin1 Abl inh
O=S(=O)(c1ccc(Br)s1)N1CCNCC1
    1, i, -1, -5, 0, -0.9, -1, -11, -4
C=C(CCO)C1=CCN(S(=O)(=O)C(C)(C)C)[C@H]1CCO
    1, i, 5, -5, 1, 1.0, 0, 1, -5

# Continued:
SMILES,MT1-MMP act inh,Rpn11 block,eLon inh,FAS TE block,CSN inh,MsrA inhibitor,MsrA act,MLLE-PAM2 inh,Rin1 Abl inh
CCN(CC)CCCNC(=O)c1cc2c(=O)n(CC)c3ccccc3c2s1,12,i,-1,0,-5,1.6,0,-11,-5
O=C(NCc1cccs1)C(=O)NCC(c1ccco1)N1CCN(c2ccc(F)cc2)CC1 (configuration not stated),-4,i,0,19,0,-1.0,-2,-5,-1
Cc1cccc(C)c1NC(=O)CN(C)C(=O)c1cc([N+](=O)[O-])ccc1N1CCOCC1,2,i,0,9,6,3.6,-4,-12,1
CN(C(=O)c1cccc(NC(=O)Cc2cccc([N+](=O)[O-])c2)c1)C1CCC1,9,i,-10,22,0,-1.1,-3,-5,0
COc1ccccc1NC(=O)N(CCCN1CCOCC1)Cc1cc2cc3c(cc2[nH]c1=O)OCO3,-3,i,0,-5,-4,0.3,-2,7,1
COc1ccc(-c2nc(CS(=O)(=O)CC(=O)NCc3ccccc3OC)c(C)o2)cc1,0,i,1,3,5,-1.5,-4,3,3
COc1cccc(OCc2nc3ccccc3[nH]2)c1,4,i,6,0,-3,-0.1,-1,-5,-3
O=C(N/N=C/c1ccccc1O)c1cc[n+]([O-])cc1,5,i,-1,-5,4,1.1,-10,-3,-2
O=C(NCc1cccs1)c1csc2ccccc12,-2,i,8,-1,-2,/,-2,9,0
O=C1CC(=O)CC(c2ccco2)C1,-1,i,-6,-5,3,0.1,-12,-1,6
O=C(c1cc([N+](=O)[O-])ccc1N1CCOCC1)N1CCCCC1,3,i,-5,-10,4,0.4,1,6,-2
CC(=O)c1cccc(CN2CCN(CC(C)C)C(CCO)C2)c1 (configuration not stated),4,i,-5,-9,5,1.9,-7,-15,-2

# Sorted by length of the SMILES (smallest number first): some entries from above.
SMILES,MT1-MMP act inh,Rpn11 block,eLon inh,FAS TE block,CSN inh,MsrA inhibitor,MsrA act,MLLE-PAM2 inh,Rin1 Abl inh
O=C(NCc1cccs1)c1csc2ccccc12,-2,i,8,-1,-2,/,-2,9,0
CC(=O)c1cccc(CN2CCN(CC(C)C)C(CCO)C2)c1 (configuration not stated),4,i,-5,-9,5,1.9,-7,-15,-2
CCN(CC)CCCNC(=O)c1cc2c(=O)n(CC)c3ccccc3c2s1,12,i,-1,0,-5,1.6,0,-11,-5
CN(C(=O)c1cccc(NC(=O)Cc2cccc([N+](=O)[O-])c2)c1)C1CCC1,9,i,-10,22,0,-1.1,-3,-5,0
Cc1cccc(C)c1NC(=O)CN(C)C(=O)c1cc([N+](=O)[O-])ccc1N1CCOCC1,2,i,0,9,6,3.6,-4,-12,1

# (more compounds)
SMILES,MT1-MMP act inh,Rpn11 block,eLon inh,FAS TE block,CSN inh,MsrA inhibitor,MsrA act,MLLE-PAM2 inh,Rin1 Abl inh
O=C(CCCN1C(=O)c2ccccc2C1=O)Nc1ccc(S(=O)(=O)N2CCCCC2)cc1,3,i,8,3,-3,0.2,-2,-13,-1
Cc1cc(C)n(-c2ccc(S(N)(=O)=O)cc2[N+](=O)[O-])n1,-2,i,3,-4,-1,1.1,1,7,0
CCCCCCCC1(C)NC(=O)N(CC(=O)Nc2cc(C)on2)C1=O (configuration not stated),4,i,-9,11,-8,-0.2,-2,-7,2
CCSc1nnc(NC(=O)c2nc(S(=O)(=O)Cc3ccc(F)cc3)ncc2Cl)s1,4,i,1,5,-2,0.7,-3,15,-1
N#C/C(=C\c1ccc(N2CCOCC2)o1)C(=O)NCC1CCCO1 (configuration not stated),-55,/,-409,-21,94,0.4,-3,-172,-21
Cc1nnc(SCC(=O)N2CCc3ccccc3C2)n1-c1ccccc1,2,i,12,-12,1,0.9,-5,-6,-2
CCOC(=O)C1=CCN(S(=O)(=O)c2ccc(F)cc2)C1c1ccc(C)cc1 (configuration not stated),3,i,-8,18,-1,-1.1,-1,-4,1
CCOC(=O)c1ccc(NC(=O)CSc2nc3c(c(=O)n2C)SC(C)C3)cc1 (configuration not stated),-13,i,-7,10,1,1.8,-2,-10,2
CCOC(=O)CSc1nnc(-c2ccco2)n1-c1ccccc1,2,i,-3,-8,-4,0.9,-2,22,-4
Cc1nnc(-c2cnn(C)c2N)n1Cc1ccc(Cl)cc1,8,i,-15,-4,-3,-1.5,1,1,2
CCN(Cc1nc2ccccc2c(=O)[nH]1)Cc1cc(=O)oc2cc(OC)ccc12,-1,i,-7,-8,7,2.0,-7,-2,0
CN1CCS/C1=C\C=C1/SC(=S)N(CC(=O)O)C1=O,-109,/,i,-108,-71,0.5,-6,29,-29
Cc1onc(-c2ccccc2)c1C(=O)c1c[nH]c(C(=O)NCc2ccncc2)c1,-2,i,1,-5,8,2.0,-2,-1,0
Cn1c(NCc2cccnc2)nc2cc(-c3ccc(F)cc3)sc2c1=O,11,i,-8,3,-1,-0.5,-10,-8,4
CC(C)(C)c1ccc(Oc2ncccc2NC(=O)c2cccs2)cc1,0,i,7,29,-4,-1.1,-6,0,0
CCOc1ccc(C(=O)NCC(=O)Nc2ncccc2C)cc1OCC,-2,i,-26,-5,1,0.9,0,1,-1
COc1ccc(C2OC(=O)Cc3cc(OC)c(OC)cc32)cc1 (configuration not stated),10,i,0,1,1,0.0,-1,9,2
CC(=O)N(Cc1cc(=O)[nH]c2ccccc12)c1ccc(C)cc1,1,i,-8,-3,-1,1.9,2,5,-5
O=C(CNCc1ccccn1)Nc1ccc([N+](=O)[O-])cc1C(=O)Nc1ccccc1F,-4,i,1,15,-2,1.9,-2,9,1
COc1ccc(S(=O)(=O)NCCC(=O)NC2CCCCCCC2)cc1,3,i,14,-1,-4,-0.4,0,8,-1
CCc1nc2ccc(C(=O)N3CCN(C(=O)c4ccco4)CC3)cn2c1N(C)Cc1ccc(OC)cc1,0,i,1,-2,0,0.5,0,-6,-1
O=C1Nc2cc(C(=O)NCCCN3CCOCC3)ccc2S/C1=C/c1cccc(Cl)c1,/,i,-2,-19,5,0.6,0,30,-4
Cc1ccc(C(=O)N/N=C2\SCC(=O)N2c2cc(C)ccc2C)cc1,-1,i,0,0,-1,-0.5,0,-9,0
Cc1ccc(NC(=O)CN(C)C(=O)c2ccccc2Cc2ccccc2)cc1,-2,i,-12,6,12,0.3,1,-1,1
Cc1nn(C)cc1CNC(=O)Nc1ccc(Cl)c(Cl)c1,0,i,3,5,6,-0.5,-1,6,-3
CCOCCCNC(=O)C1CCN(C(=O)Nc2ccc(C)cc2)CC1,3,i,1,-6,-4,-0.1,-2,-2,2
CC(Sc1nnc(CC(C)c2ccccc2)n1N)C(N)=O (configuration not stated),2,i,-3,1,5,-1.2,-2,-27,0
CCOC(=O)C1(CC2CCCCO2)CCN(S(=O)(=O)c2ccccc2)CC1 (configuration not stated),-2,i,-6,0,-7,-1.6,-5,-1,0
